Screening data from PubChem.
OXTR potentiator = human OXTR potentiators, primary screen, fluorescence, CHO-OTR cells, Fluo-8 calcium | Oxytocin receptor (Homo sapiens), P30559 | Fluo-8 calcium fluorescence, potentiator mode; 0% = oxytocin EC15, 100% = EC100 | activation, % at 3 µM | 320,000 compounds, 0.061% hits;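 active means activation above that plate's cutoff, the mean activation of tested compounds plus 3 SD, cut at about 6.6% in these data, passing the limit was not always enough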;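 further: 100% uses oxytocin at 75 nM as the full agonist control; some results filed as inactive read as strong as hits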
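Material: human OTR in CHO cells. Compound: 3.0 µM, one dose. Timing: compound 6 min at room temperature before oxytocin, 100 s read. Evaluation: % activation of max/min ratio relative to oxytocin controls. Replication: single well per compound, singlicate. Signal: Fluo-8 calcium dye fluorescence.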
TAAR1 antagonist = human TAAR1 antagonists, primary screen, Fluo-8 calcium fluorescence, CHO RD-HGA16 cells; antagonist; inhibition, % at 3 µM; 360,000 compounds, 1.5% hits;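 active means inhibition above a per-plate cutoff, the mean inhibition of test compounds on that plate plus 3 SD, cut at about 49% in these data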;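 further: 0% = DMSO plus EC80 beta-PEA response and 100% = DMSO alone without agonist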
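Test system – hTAAR1-expressing CHO RD-HGA16 cells, Gα16-coupled · Also added – β-PEA at EC80 concentration, post-compound challenge · Compound – 3 µM, single point · Incubation – dye loading 75 min at 37 °C, then 30 min room temperature · Measured by – Fluo-8 intracellular calcium dye fluorescence, real-time kinetic reads · Benchmarks – vehicle and agonist controls · Replicates – singlicate, one well per test compound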
M1 ag = human M1 muscarinic receptor agonists, primary screen, Fluo-8 calcium fluorescence, CHO-K1 cells, HTS; CHO-K1 hM1, agonist mode; 0% DMSO, 100% acetylcholine EC100; activation, % at 3 µM; 360,000 compounds, 0.33% hits; AID 588814, 2011;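 active means activation above the run's mean compound activation plus 3 SD, cut at about 16% in these data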;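 further: peak over basal fluorescence ratio within a 140 s kinetic read after compound addition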
Target sequence (P11229 whole entry, looked up): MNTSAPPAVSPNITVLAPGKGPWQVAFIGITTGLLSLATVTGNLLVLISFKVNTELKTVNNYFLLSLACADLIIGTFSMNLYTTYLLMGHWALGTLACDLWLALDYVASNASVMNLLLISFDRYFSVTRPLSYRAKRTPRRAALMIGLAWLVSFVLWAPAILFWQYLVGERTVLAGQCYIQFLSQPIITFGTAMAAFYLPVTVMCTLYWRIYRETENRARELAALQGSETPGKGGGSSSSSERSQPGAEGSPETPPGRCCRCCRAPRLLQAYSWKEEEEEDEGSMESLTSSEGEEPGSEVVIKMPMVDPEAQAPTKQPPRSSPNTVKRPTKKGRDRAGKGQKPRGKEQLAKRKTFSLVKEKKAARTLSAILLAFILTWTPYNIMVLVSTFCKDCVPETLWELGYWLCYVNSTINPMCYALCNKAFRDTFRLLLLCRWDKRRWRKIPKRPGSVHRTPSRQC
CHO-K1 Ca PAM = nonselective calcium activators in parental CHO-K1 cells, primary screen, counter-screen for M1 PAM project, cell-based, Fluo-8 calcium fluorescence, full deck, 1536-well | ATP EC20; 0% at ATP EC20, 100% at ATP max | activation, % at 3 µM | 360,000 compounds, 0.02% hits | AID 602247, 2012;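 active means activation above the run cutoff, the mean activation of all test compounds plus 3 SD, cut at about 40% in these data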;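 further: peak over basal fluorescence ratio in a 140 s read after ATP addition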
V1R ag counter = agonists of human V1a receptor, primary screen, counter-screen for OXTR agonist project, fluorescence, CHO-V1R cells; Vasopressin V1a receptor (Homo sapiens), P37288; activation, % at 3 µM; AID 2797, 2010; Fluo-8 calcium fluorescence, agonist mode; 0% DMSO, 100% 3 nM vasopressin; 320,000 compounds, 0.25% hits;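 active means activation above the mean activation of all tested compounds plus 3 SD, per screening run, cut at about 20% in these data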;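 further: signal is peak over basal fluorescence ratio across a 100 second FLIPR read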
Target sequence (P37288 whole entry, looked up): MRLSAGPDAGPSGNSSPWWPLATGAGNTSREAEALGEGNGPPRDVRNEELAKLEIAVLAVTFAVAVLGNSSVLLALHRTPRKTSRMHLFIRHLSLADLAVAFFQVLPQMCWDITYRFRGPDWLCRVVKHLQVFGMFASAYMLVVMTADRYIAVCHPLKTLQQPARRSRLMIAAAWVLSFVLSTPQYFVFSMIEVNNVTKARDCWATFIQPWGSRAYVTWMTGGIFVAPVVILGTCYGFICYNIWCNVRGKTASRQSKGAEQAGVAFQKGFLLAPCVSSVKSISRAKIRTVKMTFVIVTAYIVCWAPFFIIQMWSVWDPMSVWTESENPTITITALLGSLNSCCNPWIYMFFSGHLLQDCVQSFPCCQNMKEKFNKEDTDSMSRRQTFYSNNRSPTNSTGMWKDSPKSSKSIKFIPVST
CHO-K1 Ca antag = counter-screen for M1 antagonists: effect in parental CHO-K1 cells | ATP-induced calcium, Fluo-8 fluorescence | inhibition, % at 3 µM | 360,000 compounds, 0.6% hits;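 active means inhibition above a per-plate cutoff, the plate's mean sample inhibition plus 3 SD, cut at about 24% in these data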;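 further: 0% = DMSO plus EC80 ATP and 100% = DMSO alone without ATP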
CHO parental Ca = ATP-evoked calcium signal inhibitors, parental CHO, primary screen, counter-screen for OX1R antagonist project, cell-based, fluorescence, Fluo-8 calcium dye | AID 463079, 2010 | 330,000 compounds, 0.63% hits | inhibition, % at 5.6 µM | parental CHO-K1, ATP-induced calcium, Fluo-8 fluorescence;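 active means inhibition above that plate's mean sample inhibition plus 3 SD, cut at about 26% in these data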;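 further: 0% = ATP-challenged DMSO wells and 100% = DMSO wells without ATP; some compounds past the cut are filed as inactive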
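Material – parental CHO cells · Reagent – ATP stimulus · Compound – single nominal dose of 5.6 µM per compound · Detection – Fluo-8 fluorescence · Read-out basis – percent inhibition of calcium signal · Controls – ATP-challenged DMSO wells low, unchallenged DMSO wells high · Repeats – no replicates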
M1 ag parental = counter-screen for M1 agonists: effect in parental CHO-K1 cells; Fluo-8 calcium fluorescence; scaled to maximal ATP response, vehicle zero; activation, % at 3 µM; 360,000 compounds, 0.48% hits; AID 602248, 2012; in the data active means activation above about 15%;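 further: untransfected CHO-K1 host cells lacking M1 receptor as counterscreen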
TAAR1 ag = human TAAR1 agonists, primary screen, Fluo-8 calcium fluorescence, CHO RD-HGA16 cells | vehicle wells 0%, saturating PEA agonist 100% | activation, % at 3 µM | 360,000 compounds, 0.99% hits | AID 624467, 2012;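 active means activation above the mean activation of all test compounds in the run plus 3 SD, cut at about 38% in these data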
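System: CHO RD-HGA16 cells carrying human TAAR1 plus Gα16; Incubation: 17-24 h seeding, 75 min 37 °C dye, 30 min RT; Measured by: Fluo-8 fluorescence, 5 s baseline then 140 s kinetic read; Control set: DMSO and PEA EC100; Replication: single well for each compound.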
The depositor's hits bear a star; x = no result given.

The line under a structure holds: OXTR potentiator	TAAR1 antagonist	M1 ag	CHO-K1 Ca PAM	V1R ag counter	CHO-K1 Ca antag	CHO parental Ca	M1 ag parental	TAAR1 ag
1: O=c1c2ccccc2nc(N/N=C/c2ccccc2)n1O
 : 0	-2	-4	-4	0.5	14	7	0.2	5
2: O=C(CC1Oc2ccccc2NC1=O)NCc1ccc(Cl)cc1 (configuration not stated)
 : -5	-16	-5	21	-0.4	-9	-9	0.7	-2
3: O=C(NCC1CCCO1)C(c1ccc(F)cc1)N(Cc1ccc2c(c1)OCO2)C(=O)c1ccc(CN2CCOCC2)o1 (configuration not stated)
 : 2	7	-9	18	0.0	-5	-24	1.0	11
4: O=C(NCc1ccccc1)C12CN(Cc3ccccc3)CC1C(c1ccc([N+](=O)[O-])cc1)=NO2 (configuration not stated)
 : -8	20	-3	15	-0.2	-19	-6	1.9	3
5: COc1ccc(/C=N/NC(=S)N[C@H]2CC3CCC2C3)cc1 (some centres not stated)
 : -13	-13	-1	13	-1.3	-13	3	1.4	4
6: O=C(Oc1coc(CSc2ncccn2)cc1=O)c1ccco1
 : 1	-23	-1	16	0.0	-20	-2	0.6	2
7: Oc1ccc(C(=Nc2ccccc2)c2ccccc2)c(O)c1
 : x	2	-4	11	x	-5	x	2.0	1
8: COc1ccc(N2CCN(C(=O)c3ccccc3NC(=O)c3ccccc3)CC2)cc1
 : -6	-17	-2	-3	-0.5	9	-9	0.1	0
9: O=C(CSc1nc2c(c(=O)[nH]1)CCCC2)Nc1ccc(Cl)cc1F
 : -2	-23	-4	6	0.0	3	-6	0.1	5
10: CCc1ccc(C(O)c2ncc(-c3ccccc3F)[nH]2)cc1 (configuration not stated)
 : x	-2	-1	20	x	-22	x	3.6	0
11: CCc1cccc(NC(=O)CC2Oc3ccccc3NC2=O)c1 (configuration not stated)
 : -4	7	-3	-7	-1.1	-13	-6	1.0	-1
12: CCN(CC)S(=O)(=O)c1cc([N+](=O)[O-])ccc1NNC(=O)Nc1ccccc1
 : -19	24	x	x	5.6	x	-12	x	10
13: O=C(NCC1CCCO1)c1cccc(S(=O)(=O)Nc2ccc(SC(F)F)cc2)c1 (configuration not stated)
 : -6	-4	-1	9	1.7	-11	-8	1.8	8
14: O=C(C(=O)N1CCN(Cc2ccc3c(c2)OCO3)CC1)c1c[nH]c2ccccc12
 : -20	7	0	14	4.5	-21	8	2.9	7
15: Cc1nn(Cc2ccc(C(=O)Nc3nc4c(C)cccc4s3)o2)c(C)c1Br
 : -9	-4	-4	-1	0.0	-5	-24	0.0	1
16: CC(=O)c1c(C)nc(-c2ccccc2)n1O
 : -12	-14	-3	9	0.6	-7	6	0.4	6
17: CC(C)NC(=O)c1ccc2c(c1)S(=O)(=O)c1ccccc1C2=O
 : 4	6	-3	23	-0.7	-2	-10	1.4	13
18: CCNc1ccc(Br)cc(C(=O)/C=C/c2ccc(Cl)cc2Cl)c1=O
 : 0	29	0	27	2.8	6	-10	3.2	29
19: CC(C)Nc1nnc(SCC(=O)N2CCN(C(=O)c3ccco3)CC2)s1
 : -4	-7	-2	10	0.1	-14	4	0.2	2
20: Cc1nn(Cc2ccc(Cl)cc2)c(C)c1NC(=O)CSc1n[nH]c(C)c1[N+](=O)[O-]
 : -9	9	-6	17	0.5	-6	-23	2.1	1

(cont.)
The line under a structure holds: OXTR potentiator	TAAR1 antagonist	M1 ag	CHO-K1 Ca PAM	V1R ag counter	CHO-K1 Ca antag	CHO parental Ca	M1 ag parental	TAAR1 ag
21: CC(=NC(C)C)C1=C(O)CCC1=O
 : -25	-22	0	9	0.2	-11	7	-0.3	2
22: Cc1oc2c(CN(C)C)c(O)ccc2c(=O)c1-c1ccc2ccccc2n1
 : -4	1	-4	5	1.1	-12	-15	-0.2	-1
23: O=C(CSc1ccc2ccccc2n1)Nc1ccc(N2CCOCC2)cc1
 : -3	-4	-8	8	3.0	-4	-12	1.4	7
24: Nc1cc(=O)[nH]c(SCCSc2cc(Cl)ccc2Cl)n1
 : 7	-32	-2	-1	0.4	-9	-12	2.2	15
25: O=C1c2ccccc2C(=O)C1c1ccc2ccccc2n1
 : 4	3	-2	19	0.3	-7	-6	-0.1	11
26: COc1ccc(-n2nc(C(=O)NCC(=O)NCCCN3CCN(C)CC3)c3ccccc3c2=O)cc1
 : 1	-4	-1	12	0.3	-9	-8	0.2	8
27: CCOC(=O)CC(=O)CSc1nc(C)cc(-c2cccnc2)c1C#N
 : 4	3	-2	13	-0.5	-23	-10	1.4	8
28: O=C1CCC2=C(CCCC2=O)N1
 : -10	-12	-3	-11	0.8	1	-7	-0.1	2
29: CC(=O)Nc1cccc(NC(=O)COc2ccc3c(c2)CCC3)c1
 : -14	14	3	9	12	-7	-24	10.0	19
30: CCc1ccccc1N1C(=O)c2cccc3c(N4CCOCC4)c([N+](=O)[O-])cc(c23)C1=O
 : -9	-6	-3	11	-0.7	-16	-21	0.1	17
31: O=C(c1ccccc1NS(=O)(=O)c1ccc(F)cc1F)N1CCCCC1
 : -2	-14	0	22	-0.1	-11	-17	0.0	8
32: Fc1cc2[nH]c(=S)[nH]c2c(Br)c1N1CCSCC1
 : -13	-1	4	16	-0.8	-18	-7	4.7	0
33: Cc1cccc(/N=C/c2sc3ccccc3c2O)n1
 : -18	2	-2	12	2.9	-13	-32	0.5	1
34: CCCOC1CCCN(C(=O)CCc2nnc(Cc3cccc(C)c3)o2)C1 (configuration not stated)
 : 1	-21	-6	2	0.0	-21	-20	0.1	1
35: CC(=O)Nc1ccc(OC(F)(F)C(F)C(F)(F)F)c(NC(C)=O)c1 (configuration not stated)
 : -10	-9	-3	18	-0.2	-1	2	0.8	3
36: COc1ccc(-c2nc(CS(=O)CC(=O)NCc3cccnc3)c(C)o2)cc1 (configuration not stated)
 : 0	-18	-4	18	-0.1	-12	-6	2.0	-1
37: Cc1c(C(=O)N2CCCCC2)c(S(=O)(=O)N(C)Cc2ccccc2)c(C)n1C
 : -6	-7	-2	30	-0.5	-20	-30	0.5	7
38: Cc1nn(Cc2ccc(C(=O)NN)o2)c(C)c1Cl
 : -10	-2	0	4	1.0	-7	-13	6.0	1
39: Cc1ccc(OCC(=O)N[C@@H](C)c2nnc3ccccn23)cc1C
 : 2	-5	-2	3	-0.2	-13	1	0.5	1
40: COc1ccc(N(CC(=O)NC(C)(C)C)C(=O)CCC(=O)Nc2nccs2)cc1
 : -8	-18	-1	12	0.6	-3	-13	0.2	3

Whole records from above. Order of values: OXTR potentiator	TAAR1 antagonist	M1 ag	CHO-K1 Ca PAM	V1R ag counter	CHO-K1 Ca antag	CHO parental Ca	M1 ag parental	TAAR1 ag
O=C1CCC2=C(CCCC2=O)N1 reads -10	-12	-3	-11	0.8	1	-7	-0.1	2
Nc1cc(=O)[nH]c(SCCSc2cc(Cl)ccc2Cl)n1 reads 7	-32	-2	-1	0.4	-9	-12	2.2	15
O=C(CSc1ccc2ccccc2n1)Nc1ccc(N2CCOCC2)cc1 reads -3	-4	-8	8	3.0	-4	-12	1.4	7

New compounds follow:
The line under a structure holds: OXTR potentiator	TAAR1 antagonist	M1 ag	CHO-K1 Ca PAM	V1R ag counter	CHO-K1 Ca antag	CHO parental Ca	M1 ag parental	TAAR1 ag
41: Nc1cc(OC(=O)c2ccc(F)cc2)nn1S(=O)(=O)c1ccccc1
 : -3	-15	-6	5	-1.7	-10	-27	-0.3	9
42: O=C1CCc2cc(S(=O)(=O)Nc3ccccc3F)cc3c2N1CCC3
 : -2	3	-2	8	-0.4	4	-2	0.5	0
43: COc1cccc(Nc2nc3ccccc3nc2NS(=O)(=O)c2ccc(NC(C)=O)cc2)c1
 : -13	x	-1	17	2.6	-6	-17	1.8	x
44: COc1cccc(/C=N\NC(=O)c2ccc(Cn3cc(Br)c([N+](=O)[O-])n3)o2)c1O
 : -3	14	-10	16	0.4	-15	-25	3.7	3
45: Cn1c(NCc2ccc(Cl)cc2)nc2ccccc21
 : -13	1	-12	10	3.7	-2	0	1.1	3
46: CCOC(=O)C1=CCC2C(=O)N(Cc3ccccc3)C(=O)C12 (configuration not stated)
 : x	-24	-7	11	x	10	x	0.4	5
47: CCN1CCN(c2cc(N3CCN(C(=O)c4ccco4)CC3)c3c4c(onc24)-c2ccccc2C3=O)CC1
 : 1	x	-5	16	0.0	-4	-20	1.0	x
48: Cc1ccc(F)c(S(=O)(=O)NC(=O)C2(C)CCN2C(=O)c2ccc(C(F)(F)F)nc2C)c1 (configuration not stated)
 : x	-1	0	-2	x	2	x	-0.3	0
49: COc1cccc(NC(=O)CSC2=NN3CCCC(=O)N=C3S2)c1
 : -12	104*	4	16	8.7	-16	-22	5.4	3
50: CC(C)(C)OC(=O)N1CCC(C(=O)N[C@@H](Cc2ccccc2)C(=O)O)CC1
 : -2	-10	-1	-8	0.8	9	-1	-0.1	-2
51: CC12CCC(=O)N1C(C(=O)NNC(=O)COc1ccc(Br)cc1)CS2 (configuration not stated)
 : -8	-23	-2	-31	6.4	17	-2	-0.3	0
52: CCn1c(C)[n+](CCCS(=O)(=O)[O-])c2cc(Cl)c(Cl)cc21
 : 0	-22	-3	7	1.3	-6	-4	0.4	6
53: Cc1ccc(-c2csc3ncnc(-n4nnc5ccccc54)c23)cc1
 : 1	-9	-10	19	-1.9	-9	-14	1.9	-2
54: CC(Sc1ccc2nnc(-c3ccc(F)cc3)n2n1)C(=O)O (configuration not stated)
 : 1	-2	2	22	-0.2	-15	-7	0.1	1
55: O=C(CSc1nnc2c(Cl)cc(Cl)cn12)N1CCN(S(=O)(=O)c2ccccc2)CC1
 : -12	4	-4	14	-0.6	0	-7	1.1	9
56: CC1CCCC(C)N1C(=O)Cc1ccccc1 (configuration not stated)
 : -3	2	10	-10	-0.7	6	-11	-0.4	2
57: CCOC(=O)C1(C)CCCN(C(=O)c2cccc(C(F)(F)F)c2)C1 (configuration not stated)
 : x	-11	-4	-11	x	-3	x	0.0	0
58: C/C(=N/NC(=O)CNC(=O)c1cccnc1)c1ccco1
 : -1	-14	-3	14	0.3	4	0	0.6	5
59: CCOC(=O)C1=C(c2cccc(F)c2)NC(=S)NC1C (configuration not stated)
 : -3	-1	-3	11	0.0	-3	-4	0.5	6
60: COc1cccc(NC(=O)c2ccccc2-c2nc(-c3cccc(C)c3)no2)c1
 : -18	40	-2	19	0.8	-6	-5	0.7	6
61: O=C1Nc2ccccc2C1=O
 : -6	4	-3	14	-0.4	-5	-7	0.8	1
